# PME-1 Maybridge: inhibitors of human PME-1 in Maybridge library | 16,000 tested, 0.5% active | inhibition, % at 9 µM | Protein phosphatase methylesterase 1 (Homo sapiens), Q9Y570 | recombinant PME-1, FP-Rh probe fluorescence polarization | AID 2291, 2010; in the data active = inhibition above about 30%
# S1P1 ag: activates the human S1P1 receptor | Sphingosine 1-phosphate receptor 1 (Homo sapiens), P21453 | S1P1 agonist cell-based reporter assay | activation, % at 4.5 µM | 16,000 tested, 1.5% active; in the data active = activation above about 80%
# Target sequence (P21453 whole entry, looked up): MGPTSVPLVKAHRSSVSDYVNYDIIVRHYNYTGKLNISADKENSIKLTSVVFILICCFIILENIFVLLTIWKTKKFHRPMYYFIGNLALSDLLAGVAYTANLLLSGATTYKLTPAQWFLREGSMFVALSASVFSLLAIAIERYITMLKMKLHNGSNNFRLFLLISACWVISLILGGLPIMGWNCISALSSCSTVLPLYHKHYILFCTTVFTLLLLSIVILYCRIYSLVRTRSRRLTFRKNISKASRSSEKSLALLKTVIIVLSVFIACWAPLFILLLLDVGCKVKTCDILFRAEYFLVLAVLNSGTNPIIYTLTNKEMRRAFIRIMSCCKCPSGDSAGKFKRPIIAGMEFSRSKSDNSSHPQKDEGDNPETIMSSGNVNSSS
# NOTCH ag: agonists of NOTCH signaling | NOTCH signaling luciferase reporter cells, luminescence | activation, % at 2.5 µM | 15,000 tested, 0.4% active | AID 434982, 2010; in the data active = activation above about 2.2%
# TLR4-MyD88 inh: inhibitors of human TLR4-MyD88 binding | inhibition, % at 10 µM | 16,000 tested, 0.06% active | Toll-like receptor 4 (Homo sapiens), O00206 | AID 811, 2007 | Cell-based TLR4-MyD88 binding inhibition assay; in the data active = inhibition above about 45%
# rat GALR2 agon: agonists of rat galanin receptor 2 (GALR2); cell-based GALR2 agonist screen; 16,000 tested, 0.5% active; activation, % at 10 µM; in the data active = activation above about 15%
# Nox1 inh: inhibitors of human NADPH oxidase 1 (Nox1). HT29 cells, luminol chemiluminescence ROS. Q9Y5S8. 16,000 tested, 0.81% active. AID 1792, 2009. inhibition, % at 6.7 µM
# luminol inh ctr: counter-screen for Nox1 inhibitors: inhibitors of luminol chemiluminescence; HRP/luminol/H2O2 chemiluminescence counterscreen; inhibition, % at 6.7 µM; 16,000 tested, 0.4% active; AID 1823, 2009; note: reference of the scale not given here
# KOR antag MB: antagonists of human kappa opioid receptor OPRK1, Maybridge library. Kappa-type opioid receptor (Homo sapiens), P41145. OPRK1 cells, antagonist mode, fluorescence readout. inhibition, % at 9 µM. 16,000 tested, 0.4% active. AID 652031, 2013; in the data active = inhibition above about 50%
# Target sequence (P41145 whole entry, looked up): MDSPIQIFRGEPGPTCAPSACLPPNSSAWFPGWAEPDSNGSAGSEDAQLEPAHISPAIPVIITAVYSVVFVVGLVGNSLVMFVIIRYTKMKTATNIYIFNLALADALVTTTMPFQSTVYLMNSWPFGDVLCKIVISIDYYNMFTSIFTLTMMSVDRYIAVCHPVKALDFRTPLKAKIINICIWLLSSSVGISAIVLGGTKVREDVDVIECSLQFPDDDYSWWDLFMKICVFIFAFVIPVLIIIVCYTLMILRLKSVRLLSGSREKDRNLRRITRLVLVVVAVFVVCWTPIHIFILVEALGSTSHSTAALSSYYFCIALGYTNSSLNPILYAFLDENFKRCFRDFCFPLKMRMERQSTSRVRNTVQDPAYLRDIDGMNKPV
# * hit, by the source's call; nt = not tested or not shown. Cut-off read from the data, not from the text of the source, unless noted: active = inhibition above about 75%; inactive = the rest. Only part of the results is shown; count on the stated rates, not on these rows.
cpd	Compound	rat GALR2 agon	S1P1 ag	Nox1 inh	TLR4-MyD88 inh	PME-1 Maybridge	KOR antag MB	NOTCH ag	luminol inh ctr
1	OC(CN1C=CC(C(F)(F)F)=NCC1)C(F)(F)F (centres undefined)	-3	-6	-48	-12	-2	6	-5.2	1
2	N#CC(C#N)=C(NC(=O)c1cccc(Cl)c1)Nc1ccccc1Cl	-5	4	25	-7	2	10	-0.1	-2
3	CN(C)c1c(F)cc(/C(N)=N/O)cc1F	-4	-14	-51	-6	-2	9	-0.5	-3
4	Cc1nnsc1C(=O)NCc1c(Cl)cccc1Sc1ccc(Cl)cc1	-8	33	20	-6	-8	-5	-0.3	-4
5	O=C(Nc1cc(C(F)(F)F)cc(C(F)(F)F)c1)NS(=O)(=O)c1ccc(Cl)cc1	-5	-3	2	3	5	7	-0.1	-5
6	O=C(O)CC(CC(=O)Nc1ccc(N2CCOCC2)cc1)c1ccccc1 (centres undefined)	-6	-19	-60	9	-2	6	-0.4	1
7	O=C(Nc1ccccc1Sc1ccc(C(F)(F)F)cc1[N+](=O)[O-])C(Cl)Cl	-8	-3	-55	0	8	-4	-5.5	3
8	O=C(CCn1cccc(C(F)(F)F)c1=O)Sc1ccc(Cl)cc1	-3	9	3	3	5	-6	-0.1	-4
9	CCOC(=O)c1nnn2c1nc(N/N=C/c1ccc3c(c1)OCO3)c1ccccc12	-2	-12	-38	3	0	14	-0.9	0
10	O=C(NCc1cccs1)c1ccc2nccnc2c1	-7	7	24	-2	-2	-8	-0.5	-1
11	O=C1OC([N+](=O)[O-])Cc2ccccc21 (centres undefined)	-7	8	-22	-2	2	-21	-0.9	-2
12	COC(=O)C/C(=N\Nc1c(Cl)cc(Cl)cc1Cl)C(=O)OC	1	-12	10	0	6	8	-0.1	-5
13	O=C(CC(CC(=O)c1cccs1)c1ccccc1)c1ccccc1 (centres undefined)	-8	36	10	-1	0	-9	-0.2	-6
14	O=C(Nc1ccc2ccccc2n1)c1ccc2c(c1)OCC2	1	-4	-27	-1	-13	7	0.1	3
15	COc1cc(C(F)(F)F)nc2c(C(=O)NNC(=O)c3ccc(Cl)cc3)scc12	-2	-3	-7	2	-22	-4	-0.4	7

# Overlap with the part before: two entries, followed by the next part.
cpd	Compound	rat GALR2 agon	S1P1 ag	Nox1 inh	TLR4-MyD88 inh	PME-1 Maybridge	KOR antag MB	NOTCH ag	luminol inh ctr
14	O=C(Nc1ccc2ccccc2n1)c1ccc2c(c1)OCC2	1	-4	-27	-1	-13	7	0.1	3
15	COc1cc(C(F)(F)F)nc2c(C(=O)NNC(=O)c3ccc(Cl)cc3)scc12	-2	-3	-7	2	-22	-4	-0.4	7
16	N/C(CS(=O)(=O)c1ccc(Cl)cc1)=N\OC(=O)c1ccc(C(F)(F)F)cc1	-4	-1	20	-1	2	7	0.0	-4
17	O=C(NCCSCc1cccc(C(F)(F)F)c1)N1CCSCC1	-4	-13	-12	-4	2	-2	0.2	1
18	N#CC(C#N)C(CC(=O)c1ccccc1)c1ccccc1 (centres undefined)	-12	26	-37	11	0	-10	-0.8	4
19	Cc1ccc(/C=c2\sc3nc(-c4ccccc4)c(-c4ccccc4)n3c2=O)o1	0	54	-11	2	7	19	-0.3	5
20	Cc1cc(C)n2nc(SC/C(N)=N/O)nc2n1	-4	-16	-41	3	-24	-14	-0.6	0
21	CCOC(=O)C1=C(C)Nc2ccccc2S1	-4	14	-9	4	4	18	0.0	-1
22	CNNC(=O)Cn1nnc(-c2cc(C(F)(F)F)cc(C(F)(F)F)c2)n1	-3	-10	-13	-2	-2	21	-0.2	6
23	CC(=O)c1ccc(Oc2ccc([N+](=O)[O-])cc2)cc1	-5	18	-21	11	-1	15	0.1	4
24	CCOC(=O)NC(Nc1ccc(S(=O)(=O)Nc2nccs2)cc1)(C(F)(F)F)C(F)(F)F	-5	-10	-19	-7	3	5	0.0	-7
25	COc1ccc(OCCC(=O)NNC(=S)NC2CC3C=CC2C3)cc1 (centres undefined)	-7	-6	-10	1	0	-13	-0.1	24
26	CC(=O)Nc1ccc(OC(F)(F)F)cc1[N+](=O)[O-]	-5	1	-11	0	4	-6	0.5	0
27	O=C(OCC1c2ccccc2-c2ccccc21)ON1C(=O)CCC1=O	-5	-8	-13	3	13	3	-0.3	3
28	CCOC(=O)N1CCC2(CC1)NCCc1c2[nH]c2ccccc12	-7	7	-64	3	4	9	-0.6	5
29	O=S(=O)(Cc1ccc(F)cc1)Cc1noc(C2CCC2)n1	-6	-6	-11	0	8	-7	-0.1	-7
30	Cc1ccc(S(=O)(=O)CCS(=O)(=O)c2cccs2)cc1	-5	-5	-73	nt	-2	22	-0.2	4
31	COc1ccc(CCNC(=O)c2cc3ccccc3oc2=O)cc1OC	-9	-8	-47	5	-2	-10	-0.7	5
32	CCOC(=O)/C(C#N)=C/N/S(C)=N/N=C/c1ccc(N(C)C)cc1 (centres undefined)	-4	28	3	nt	4	7	-1.1	8
33	O=C(CSC(=S)NNc1ccccc1)c1cccc([N+](=O)[O-])c1	-7	24	20	0	2	-12	-0.3	21
34	CCOC(=O)NCc1ccccc1	-6	0	-46	-8	-5	14	-0.4	3
35	Cc1ccc(C(=O)CSc2nc3ccccc3c(=O)[nH]2)cc1	-5	29	-51	-1	-1	-8	-0.1	2
36	COc1ccc(/C(C#N)=C/c2cn[nH]c2)cc1	-7	5	-19	-8	-1	-8	0.6	5
37	CC(C)NC(=S)/N=C(\N)Nc1ccc(Cl)c(Cl)c1	-8	-30	-86	2	-1	-7	-0.6	5
38	COC(=O)c1cc2ccccc2cn1	-4	-9	-29	1	4	1	-0.1	2
39	COc1cc(OC)nc(N)n1	-5	-14	-5	-3	4	-7	-0.3	-1
40	NC(=S)NNC(=O)C12CC3CC(CC(C3)C1)C2	-5	0	21	-5	3	12	-0.8	3
41	Cc1nn(-c2ccccc2)c(C)c1C(=O)Nc1ccc2c(c1)OCO2	-6	6	-34	26	2	-7	-0.3	3
42	Cc1c(Cl)cccc1NC(=S)NNC(=O)CC1NCCN(Cc2ccccc2)C1=O (centres undefined)	-7	51	48	-4	5	12	-0.3	-34
43	C/C(=C\C#N)NC(=O)c1nccnc1C(=O)O	-5	-7	-10	-5	0	-11	0.2	-1
44	CCOc1ccc(NC(=S)NC(C)(C)CC)cc1	-9	37	-9	-6	7	-5	-0.6	-6
45	COC(=O)c1c(C)[nH]c(C)c1/C=C1\C(=O)Nc2ccccc21	-10	-7	-42	1	1	7	-0.3	5
46	CCOC(=O)/C(C#N)=C/Nc1cc(F)ccc1C	-8	-8	-14	7	1	4	-0.4	-1
47	O=[N+]([O-])c1ccc(N2CCSCC2)cc1O	-3	-11	-41	12	2	4	-0.3	29
48	Cc1ccc([N+](=O)[O-])c(C)c1Nc1ccccc1C(=O)O	1	-10	-65	-2	6	-2	0.3	2
49	Cc1cc(OS(=O)(=O)c2ccc(F)c(Cl)c2)n(-c2ccccc2)n1	-5	0	4	-3	10	5	-0.2	0
50	Fc1ccc(-n2nnnc2/C=C/N2CCCCC2)cc1	-3	1	2	-3	6	20	0.6	29
51	CSc1sc(-c2nnc(SCC(=O)Nc3ccc(Cl)cc3)n2C)c2c1C=CCC2	3	-3	0	-13	2	-22	-0.2	-4
52	O=C(NC1CCN(Cc2ccccc2)CC1)c1ccc2c(c1)OCCCO2	-6	29	-60	8	-1	24	-1.4	3
53	S=C1C=C(N2CCCCC2)CC(c2cccs2)S1 (centres undefined)	-4	-1	-16	-8	-1	-2	-0.8	7
54	CC(=O)Oc1c(C)c(C)c2oc(=O)ccc2c1C	-10	-4	-32	-4	-3	-8	0.0	2
55	O=c1c2ccccc2nc2n1CCCS2	-5	-1	-2	5	17	24	-0.1	-6
56	Cc1c(/C=N/NC(=S)Nc2ccc(Cl)cc2)sc2ccccc12	0	-10	-9	4	9	-1	-0.4	-4
57	Cc1nn(-c2ccccc2)cc1/C=N/NC(N)=S	-6	5	-12	-3	2	2	-0.8	15
58	N#C/C(=C\C=C\c1ccccc1)c1cccc(Cl)c1	-9	-3	-36	5	-10	26	-0.6	3
59	CC(C)(C)C(=O)Cn1nnc(N2CCOCC2)n1	-8	-7	2	0	2	24	-0.6	-3
60	O=C(c1ccc(Cl)cc1)N1CCN(CCN=Cc2ccccc2)CC1	-8	-26	5	-11	4	-24	-0.1	-5

# Given with values under each structure: entries from further up.
# Every second line gives: rat GALR2 agon, S1P1 ag, Nox1 inh, TLR4-MyD88 inh, PME-1 Maybridge, KOR antag MB, NOTCH ag, luminol inh ctr
(44) CCOc1ccc(NC(=S)NC(C)(C)CC)cc1
  -9, 37, -9, -6, 7, -5, -0.6, -6
(45) COC(=O)c1c(C)[nH]c(C)c1/C=C1\C(=O)Nc2ccccc21
  -10, -7, -42, 1, 1, 7, -0.3, 5
(46) CCOC(=O)/C(C#N)=C/Nc1cc(F)ccc1C
  -8, -8, -14, 7, 1, 4, -0.4, -1
(47) O=[N+]([O-])c1ccc(N2CCSCC2)cc1O
  -3, -11, -41, 12, 2, 4, -0.3, 29
(48) Cc1ccc([N+](=O)[O-])c(C)c1Nc1ccccc1C(=O)O
  1, -10, -65, -2, 6, -2, 0.3, 2
(49) Cc1cc(OS(=O)(=O)c2ccc(F)c(Cl)c2)n(-c2ccccc2)n1
  -5, 0, 4, -3, 10, 5, -0.2, 0
(50) Fc1ccc(-n2nnnc2/C=C/N2CCCCC2)cc1
  -3, 1, 2, -3, 6, 20, 0.6, 29
(51) CSc1sc(-c2nnc(SCC(=O)Nc3ccc(Cl)cc3)n2C)c2c1C=CCC2
  3, -3, 0, -13, 2, -22, -0.2, -4
(52) O=C(NC1CCN(Cc2ccccc2)CC1)c1ccc2c(c1)OCCCO2
  -6, 29, -60, 8, -1, 24, -1.4, 3
(53) S=C1C=C(N2CCCCC2)CC(c2cccs2)S1 (centres undefined)
  -4, -1, -16, -8, -1, -2, -0.8, 7
(54) CC(=O)Oc1c(C)c(C)c2oc(=O)ccc2c1C
  -10, -4, -32, -4, -3, -8, 0.0, 2
(55) O=c1c2ccccc2nc2n1CCCS2
  -5, -1, -2, 5, 17, 24, -0.1, -6
(56) Cc1c(/C=N/NC(=S)Nc2ccc(Cl)cc2)sc2ccccc12
  0, -10, -9, 4, 9, -1, -0.4, -4
(57) Cc1nn(-c2ccccc2)cc1/C=N/NC(N)=S
  -6, 5, -12, -3, 2, 2, -0.8, 15
(58) N#C/C(=C\C=C\c1ccccc1)c1cccc(Cl)c1
  -9, -3, -36, 5, -10, 26, -0.6, 3
(59) CC(C)(C)C(=O)Cn1nnc(N2CCOCC2)n1
  -8, -7, 2, 0, 2, 24, -0.6, -3

# The list continues.
cpd	Compound	rat GALR2 agon	S1P1 ag	Nox1 inh	TLR4-MyD88 inh	PME-1 Maybridge	KOR antag MB	NOTCH ag	luminol inh ctr
61	O=C(O)c1sc(C(=O)O)c(-c2ccco2)c1-c1ccco1	-3	1	30	-6	2	-26	0.0	-4
62	O=C(c1ccc(F)cc1)N1CCCn2c(SCc3ccccc3Cl)nnc21	-3	8	25	0	6	-7	0.3	-7
63	COc1cc(C=Nc2ccc3oc(=O)ccc3c2)cc(OC)c1OC	-4	7	-7	-4	-4	-9	-0.2	-2
64	Cc1cc(NC(=O)Nc2ccccc2Oc2ccccc2)c(C(F)(F)F)o1	-10	-19	2	-9	-60	-3	0.5	-9
65	O=C(Nc1ccccc1)N1CCN(Cc2ccccc2)CC1	-6	4	-18	nt	1	8	-0.2	-1
66	N#C/C(=C\c1cc(Cl)cc(Cl)c1O)C(N)=S	-4	1	6	0	13	22	-0.4	-1
67	COc1cc(C(CC(=O)O)CC(=O)N2CCC(n3cccc3)CC2)cc(OC)c1OC (centres undefined)	-2	0	-33	15	0	20	-0.7	13
68	N#Cc1cccnc1NNC(=O)c1ccccc1C(=O)O	-7	-6	-1	4	-1	-1	nt	15
69	COC(=O)c1sccc1OC(=O)c1nn(-c2ccccc2)nc1C	-6	-1	32	7	7	2	-0.4	-6
70	CCSc1ccc2c3c(cccc13)C(=O)N(Cc1ccccc1)C2=O	128*	-31	20	-20	-5	-259	-0.1	-1
71	Cc1c(Sc2ccc(Cl)cc2)cnn1CCC#N	-7	-3	-4	-6	2	8	-1.4	-2
